Compound activity (PubChem)
Wnt bcat act: Wnt/beta-catenin pathway activation. Wnt/beta-catenin reporter cell assay, activator, plate reader. activation, % at 9.35 µM. 1.2% of 300,000 active; in the data active means activation above about 30%, passing the limit was not always enough;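 further: 0% = neutral control wells and 100% = positive control wells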
phage Ecoli inh: E. coli growth loss with phage present; growth absorbance; inhibition, % at 11.9 µM; 0.26% of 360,000 active; in the data active means inhibition above about 11%
MITF act: MITF TRPM1 promoter activation in melanoma cells | SK-MEL-5 TRPM1-promoter luciferase, 24 h; % of positive control, neutral wells = 0 | activation, % at 12.5 µM | 0.75% of 300,000 active | AID 588334;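 active means mean activation of at least 80% with every replicate also reaching 80%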;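 further: 0% = neutral control wells and 100% = parthenolide positive control wells; values of inactives mirror those of a sister screen read the other way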
E coli growth: bacterial growth inhibition, counter-screen for AddAB inhibitors | E. coli V3065 growth, OD600 absorbance, 18 h | inhibition, % at 11.9 µM | 0.27% of 330,000 active;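 active means inhibition above the campaign's mean inhibition across all tested compounds plus 3 SD, cut at about 9.9% in these data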;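 further: uninfected addAB+ strain grown without phage in ampicillin broth; 0% = DMSO wells and 100% = ciprofloxacin 0.95 µg/ml wells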
SR-BI DiI inh: mouse SR-BI HDL lipid transfer inhibition; inhibition, % at 12.5 µM; 0.96% of 320,000 active; ldlA[mSR-BI] CHO cells, DiI-HDL uptake fluorescence, 3 h; AID 488896;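 active means mean replicate inhibition of at least 70% and a set share of replicates each scoring 70 or more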;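 further: 0% = median of neutral control wells and 100% = median of positive control wells; values of inactives mirror those of a sister screen read the other way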
Target sequence (Q61009 whole entry, looked up): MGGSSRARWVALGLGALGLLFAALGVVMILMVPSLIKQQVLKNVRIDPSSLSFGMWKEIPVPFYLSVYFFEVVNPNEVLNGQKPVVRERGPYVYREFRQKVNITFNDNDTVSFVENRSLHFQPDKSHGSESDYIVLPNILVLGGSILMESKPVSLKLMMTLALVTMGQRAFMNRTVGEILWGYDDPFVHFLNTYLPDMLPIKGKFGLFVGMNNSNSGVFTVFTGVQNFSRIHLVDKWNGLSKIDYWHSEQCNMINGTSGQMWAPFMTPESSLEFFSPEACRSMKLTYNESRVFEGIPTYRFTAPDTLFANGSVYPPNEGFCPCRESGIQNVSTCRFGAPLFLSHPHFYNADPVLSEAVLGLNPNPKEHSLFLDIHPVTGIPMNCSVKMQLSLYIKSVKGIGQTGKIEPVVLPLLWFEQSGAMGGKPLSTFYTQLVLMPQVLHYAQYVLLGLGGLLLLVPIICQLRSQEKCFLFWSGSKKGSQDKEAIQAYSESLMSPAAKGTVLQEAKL
AddAB inh: less growth of phage-infected E. coli with AddAB; E. coli expressing H. pylori AddAB, absorbance growth; 0.29% of 330,000 active; inhibition, % at 11.9 µM; in the data active means inhibition above about 12%;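 further: 0% = vehicle wells of infected cells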
SR-BI DiI-HDL act: activators of SR-BI mediated HDL lipid uptake; 0.096% of 320,000 active; AID 504775; CHO ldlA[mSR-BI] cells, DiI-HDL uptake fluorescence, 3 h; 100 = double the neutral-control signal; activation, % at 12.5 µM;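 active means mean replicate activation of at least 60% and every replicate at or above 60%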;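 further: 0% = median plate neutral-control signal and 100% = twice that signal; values of inactives mirror those of a sister screen read the other way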
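material = CHO ldlA[mSR-BI] cells | medium = Ham's F12 with 0.5% BSA, HEPES 25 mM, pH 7.4 | reagent = fluorescent DiI-HDL, 10 µg/mL final | compound dosing = single-point compound dose | incubation = 3 h, 37 °C | measured by = bottom-read fluorescence, 550/595 nm | measure = HDL uptake via cellular fluorescence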
CAL PDZ FP-1: human CAL PDZ-peptide interaction inhibition; AID 504414; inhibition, % at 20 µM; purified CAL PDZ, TMR-peptide fluorescence polarization, 1 h; Q9HD26; 0.02% of 330,000 active;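 active means highest replicate inhibition of at least 40%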;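 further: plate controls were DMSO neutral control wells for no effect and unlabeled competitor peptide control wells for full effect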
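Test system: tagged CAL PDZ domain / Buffer or medium: sodium phosphate/NaCl buffer pH 7.4 with TCEP, IgG, Thesit / Reagent: TMR-labelled reporter peptide T*-PRC34 bound in PDZ groove / Compound dosing: single point, 20 µM / Schedule: 1 h incubation at room temperature before polarization reading / Technique: fluorescence polarization (mP) / Benchmarks: unlabelled peptide, DMSO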
Tat export inh: E. coli Tat transport inhibition; E. coli MC4100 TorA-mCherry Tat export, fluorescence; inhibition, % at 10 µM; 0.036% of 340,000 active;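 active means mean replicate inhibition at least 50% and at least half of replicates individually reaching 50%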;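 further: exported cargo escapes ClpAP degradation while cytoplasmic cargo is degraded and loses fluorescence; 0% = median of neutral control wells and 100% = median of NaSCN control wells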
CAL PDZ FP-2: blocks peptide binding to the human CAL PDZ domain | Q9HD26 | purified CAL PDZ, TMR-peptide fluorescence polarization, 1 h | inhibition, % at 24.9 µM | 0.92% of 300,000 active | AID 602252;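 active means mean inhibition of at least 30% with at least half of replicates also reaching 30%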;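 further: 0% = DMSO neutral control and 100% = excess unlabeled competitor peptide PRC23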
The depositor's hits bear a star; . = not tested or not shown.

SMILES	Wnt bcat act	phage Ecoli inh	MITF act	E coli growth	SR-BI DiI inh	AddAB inh	SR-BI DiI-HDL act	CAL PDZ FP-1	Tat export inh	CAL PDZ FP-2
O=C(NC1CCCCC1)c1ccc(Cn2cc(Cl)cn2)cc1	3	3.1	-7	-0.8	3	2.8	-3	0.0	4	-3
COCCNC(=S)Nc1ccc2nc(N3CCN(C)CC3)cc(C)c2c1	2	-2.1	14	-0.6	-1	1.8	1	0.2	0	1
CC(=O)Nc1ccc(-n2nnnc2SCC(=O)NCc2cccs2)cc1	0	4.4	0	-0.8	7	0.5	-7	-0.9	0	-1
CCOC(=O)COc1c(Br)cc(C2NC(=O)NC(C)=C2C(C)=O)cc1OC (centres undefined)	-3	3.3	-9	0.4	-10	0.5	10	-1.6	-4	1
Cc1cc(C)c2c(n1)sc1c(N3CCCCC3)ncnc12	2	3.6	.	-1.1	31	4.4	-31	-1.6	5	-1
COc1ccc(/C=N/N=C2/NC(=O)CC(C(=O)O)S2)cc1 (centres undefined)	-2	3.3	-6	3.3	-49	2.5	49	-3.3	0	-3
COc1cccc(NC(=O)N2CCC(NC(=O)C(Cc3ccccc3OC)NC(C)=O)CC2)c1 (centres undefined)	0	1.3	3	.	.	.	.	-2.9	5	12
O=C(CC1C(=O)NCCN1Cc1ccc(F)c(F)c1)NCCn1cccn1 (centres undefined)	-1	4.1	5	1.6	-18	2.0	18	-0.3	10	-3
CC(C)c1ccc(Nc2c([N+](=O)[O-])c(=O)n(C)c3ccccc23)cc1	-1	3.5	.	0.5	21	1.3	-21	-1.9	-1	.
CCCSc1cc(N)cc([N+](=O)[O-])c1	-5	3.6	9	-2.4	4	2.1	-4	-2.9	-2	-1
COc1cccc(NC(=O)C2CCN(C(=O)NC3CCCCC3)CC2)c1	0	4.7	-16	0.2	16	4.9	-16	-3.7	2	-5
O=C(NN1C(=O)C2CCCCC2C1=O)c1ccco1 (centres undefined)	3	3.0	7	1.7	-2	2.9	2	0.0	-4	5
COc1ccc(NC(=O)c2cccc(S(=O)(=O)N3CCOCC3)c2)cc1	1	-2.1	10	2.3	.	5.4	.	-2.8	-4	-6
CC1CN(C(=O)COC(=O)c2cc(=O)c3ccccc3o2)CC(C)O1 (centres undefined)	0	2.5	.	-1.6	.	1.1	.	0.0	-6	-3
Cc1cc(=O)[nH]c(SCC(=O)NC2CCCc3ccccc32)n1 (centres undefined)	-1	1.1	0	7.1	-23	5.5	23	-0.8	-4	-7
Cc1ccc(-c2cnc3cc(C)nn3c2)cc1	6	2.9	2	0.2	-8	1.2	8	0.8	-3	1
COc1ccc(CCN(C)C2CCCN(S(=O)(=O)c3ccc(C)cc3)C2)cc1OC (centres undefined)	0	0.2	.	-1.5	12	-0.5	-12	-0.7	2	-1
Oc1ccc(C[C@@H]2CNC(=S)N2CCc2cc(C(F)(F)F)cc(C(F)(F)F)c2)cc1	-2	-0.1	-1	0.0	11	1.0	-11	0.0	7	-1
Cc1c(-n2c(CN3C(=O)c4ccccc4C3=O)nc3ccccc3c2=O)c(=O)n(-c2ccccc2)n1C	.	2.9	3	-2.0	-19	2.5	19	0.3	11	6
CCn1c(=NC(=O)CN2C(=O)CCC2=O)sc2c(C)cc(C)cc21	-5	2.8	-15	.	9	.	-9	-1.6	3	-7
COc1cc2c(cc1NC(=O)CN1CCN(S(=O)(=O)c3ccc(C)cc3)CC1)oc1ccccc12	.	2.5	-5	-1.0	3	-0.2	-3	-1.9	9	-2
Cc1ccc(-c2csc(N3CCC[C@@H]3C(=O)NCCn3c(C(F)(F)F)nc4ccccc43)n2)cc1	-5	1.4	-5	-0.9	21	2.1	-21	-0.3	-1	-2
Cc1csc(NC(=O)c2cc(C)oc2C)n1	.	0.1	60	0.6	29	4.6	-29	-0.2	-10	0
COc1ccc(C2CCN(Cc3cccnc3)CC2O)cc1 (centres undefined)	.	0.6	6	0.6	0	-2.0	0	.	0	-5
Cc1ccc(Cc2nc(-c3cccc(C)c3)no2)cc1	17	-1.2	80	-0.9	-24	-0.9	24	0.1	1	-5

3 entries from above, with two lines to a compound:
Each structure is followed by: Wnt bcat act	phage Ecoli inh	MITF act	E coli growth	SR-BI DiI inh	AddAB inh	SR-BI DiI-HDL act	CAL PDZ FP-1	Tat export inh	CAL PDZ FP-2
COc1cccc(NC(=O)C2CCN(C(=O)NC3CCCCC3)CC2)c1
    0	4.7	-16	0.2	16	4.9	-16	-3.7	2	-5
COc1cccc(NC(=O)N2CCC(NC(=O)C(Cc3ccccc3OC)NC(C)=O)CC2)c1 (centres undefined)
    0	1.3	3	.	.	.	.	-2.9	5	12
CCCSc1cc(N)cc([N+](=O)[O-])c1
    -5	3.6	9	-2.4	4	2.1	-4	-2.9	-2	-1

Following part:
SMILES	Wnt bcat act	phage Ecoli inh	MITF act	E coli growth	SR-BI DiI inh	AddAB inh	SR-BI DiI-HDL act	CAL PDZ FP-1	Tat export inh	CAL PDZ FP-2
CCN(CC1CCCN(CCc2cccc(OC)c2)C1)C(=O)c1ccoc1 (centres undefined)	3	3.3	-7	-0.3	-8	0.0	8	0.0	6	-5
CC(C)(C)C1=Nn2c(nnc2-c2ccccn2)SC1	-1	1.2	.	1.7	-38	0.5	38	-2.6	-7	-2
CC(C)C(NC(=O)c1c(F)cccc1F)C(=O)OCN1C(=O)c2ccccc2C1=O (centres undefined)	-4	2.2	-4	4.7	-19	3.3	19	-1.6	-6	.
COCCNC(=O)C(C)N1c2cccc3cccc(c23)S1(=O)=O (centres undefined)	.	0.9	4	1.6	-5	0.9	5	-3.4	-2	0
CC[C@]12c3[nH]c4cc(CCC(=O)N(C)C)ccc4c3CCN1C(=O)[C@@H](CC(=O)NCC13CC4CC(CC(C4)C1)C3)C[C@@H]2C(=O)N1CCN(C(=O)c2ccco2)CC1	-2	3.9	-3	-2.5	10	-1.7	-10	-0.7	14	0
O=C(c1ccc(=O)[nH]n1)N1CCc2ccccc2C1	3	1.1	-12	1.8	-38	3.1	38	-0.1	3	-4
COc1ccccc1CNC(=O)C1CCC(=O)N(CCCc2ccccc2)C1 (centres undefined)	-1	1.9	18	-0.1	3	2.7	-3	-0.7	-1	-7
Cc1ccc(NC2OC(C(O)CO)C(O)C2O)cc1[N+](=O)[O-] (centres undefined)	.	2.0	11	3.4	-40	-0.4	40	-1.0	6	-7
Cc1ccnc(NS(=O)(=O)c2ccc(NC(=O)Cc3ccc(Br)cc3)cc2)n1	-4	3.8	5	0.5	0	-0.5	0	-1.1	-3	.
CN(C)c1ccc(/C=N/n2ncc3ccccc32)cc1	.	.	-25	-2.1	-4	2.0	4	-0.1	4	-2
Nc1nc(-c2cc(Cl)cc(Cl)c2OC(F)F)cs1	2	3.7	11	0.9	-2	3.0	2	-0.4	2	-6
COc1cccc(N2CCN(C(=O)c3ccc(CS(=O)Cc4ccc(Cl)cc4)o3)CC2)c1 (centres undefined)	-3	2.6	3	-0.2	8	3.4	-8	1.0	5	-10
CN(C)c1ccc(/C=c2\sc3n(c2=O)CCCN=3)cc1	.	2.5	-15	-0.1	8	0.5	-8	1.7	4	-1
CCOc1ccc(C2c3[nH]c4ccccc4c3C[C@H]3C(=O)N(C4CC4)CC(=O)N23)cc1OC (some centres undefined)	0	0.9	7	.	14	.	-14	-0.4	-5	0
Cc1cc(C(=O)CCC(=O)N2CCN(c3ccccc3F)CC2)c(C)s1	4	3.6	3	-1.2	10	0.5	-10	-0.3	8	-10
Cc1nn(-c2ccccc2)c(C)c1/C=N/NC(=O)CSc1nnc(SCc2ccc(Cl)cc2)s1	18	1.3	0	-2.0	33	0.2	-33	-0.9	-2	-4
CCC1CCCCN1C(=O)COc1ccc(S(=O)(=O)N2CCOCC2)cc1Cl (centres undefined)	-2	-0.9	6	-0.6	15	2.6	-15	0.1	-3	.
COc1ccc(NC(=O)CC2(CC(=O)O)CCCC2)cc1	2	0.6	8	-1.7	-19	0.5	19	-0.1	-4	-3
COc1ccc(-c2noc(CN(C)S(=O)(=O)c3ccc(Cl)cc3)n2)cc1OC	-3	3.4	-11	-1.0	24	1.2	-24	-2.0	0	.
Cc1cc(-c2cc(-c3ccc(Cl)cc3)on2)nc(NC2CCCC2)n1	1	2.5	10	-0.2	10	-0.4	-10	-0.7	-6	-1
CCOC(=O)c1sc(NS(=O)(=O)c2ccc(C)cc2)nc1C	.	2.4	3	-0.9	-43	2.2	43	-7.8	2	.
COCC1CCCN(C(=O)c2cc(COc3cncc(Cl)c3)on2)C1 (centres undefined)	10	2.5	41	-0.5	11	0.3	-11	-2.1	7	2
Nc1nnc(SCc2ccc3c(c2)OCO3)s1	4	1.9	6	-0.2	-1	2.4	1	-2.0	-5	-5
COc1ccccc1N(CN1CCCC1=O)C(=O)c1c(F)cccc1Cl	.	1.9	.	-0.7	-9	2.2	9	-0.3	-7	10
COC(=O)C1C2CC3c4[nH]c5cc(OC)ccc5c4CCN3CC2CC(O)C1OC (centres undefined)	-1	4.0	9	.	-7	.	7	1.5	6	0

Just phage Ecoli inh, for some of the entries so far:
Structure	phage Ecoli inh
CCC1CCCCN1C(=O)COc1ccc(S(=O)(=O)N2CCOCC2)cc1Cl (centres undefined)	-0.9
COc1ccc(NC(=O)CC2(CC(=O)O)CCCC2)cc1	0.6

Going on with the list:
SMILES	Wnt bcat act	phage Ecoli inh	MITF act	E coli growth	SR-BI DiI inh	AddAB inh	SR-BI DiI-HDL act	CAL PDZ FP-1	Tat export inh	CAL PDZ FP-2
COc1ccc(Nc2nc(=O)c3cc([N+](=O)[O-])ccc3s2)cc1	2	0.3	0	.	.	.	.	-2.1	-1	-2
Cc1cc(C(=O)COC(=O)c2ccncc2)c(C)n1CCc1ccc(F)cc1	-4	3.1	-5	2.4	41	-1.9	-41	0.1	0	.
N#CC1=C(N)C(C#N)(C#N)C(c2ccncc2)C2CN(C(=O)OCc3ccccc3)CC=C12 (centres undefined)	.	2.0	-8	-2.1	-7	0.0	7	-0.9	-6	-3
Cc1cc(C)n(-c2ccc(C(=O)C(C#N)c3nc4ccccc4n3C)cc2)n1 (centres undefined)	.	0.6	13	-0.9	9	1.0	-9	-3.1	-9	-2
CCOc1ccc(NC2=NCC(=O)N2CCc2ccccc2)cc1	.	0.0	-17	-2.6	-3	0.2	3	.	-1	-2
CCOC(=O)C1=C(c2ccccc2)Nc2ncnn2C1c1cccc(OC)c1OC (centres undefined)	-2	0.5	9	-0.7	2	6.9	-2	0.2	4	-5
CCN(CC)S(=O)(=O)c1ccc(/C=C/C(=O)OCC(=O)N(C(C)C)C(C)C)cc1	-2	1.2	-11	-1.6	-11	2.0	11	2.8	0	0
CC(=O)N1CCN(Cc2nc3cc(NC(=O)Nc4ccccc4)ccc3n2C)CC1	4	3.0	13	-4.9	3	-1.4	-3	0.8	6	-4
CN1CCC(=NNC(=O)CN(c2cccc(Cl)c2)S(C)(=O)=O)CC1	.	4.3	2	0.2	-3	6.8	3	-1.7	-10	2
CC(OC(=O)Cc1n[nH]c(=O)c2ccccc12)C(=O)Nc1ccccc1[N+](=O)[O-] (centres undefined)	0	2.3	6	-0.1	-10	5.4	10	-2.4	-1	-2
